Assay outcomes as filed in PubChem.
CHO-K1 Ca ag: M1 agonist counterscreen hit in parental CHO-K1 cells | Fluo-8 calcium fluorescence; scaled to maximal ATP response, vehicle zero | activation, % at 3 µM | hit rate 0.48% among 360,000; in the data active = activation above about 15%;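 also: untransfected CHO-K1 host cells lacking M1 receptor as counterscreen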
CHO-K1 Ca antag: M1 antagonist counterscreen hit in parental CHO-K1 cells; inhibition, % at 3 µM; hit rate 0.6% among 360,000; AID 602250; ATP-induced calcium, Fluo-8 fluorescence;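 active = inhibition above a per-plate cutoff, the plate's mean sample inhibition plus 3 SD, cut at about 24% in these data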;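 also: 0% = DMSO plus EC80 ATP and 100% = DMSO alone without ATP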
M1 PAM: positive allosteric modulators of human M1 muscarinic receptor; P11229; CHO-K1 hM1, Fluo-8 calcium fluorescence, ACh EC20; 0% = ACh EC20, 100% = maximal ACh; activation, % at 3 µM; hit rate 0.088% among 360,000; in the data active = activation above about 19%, passing the limit was not always enough
Target sequence (P11229 whole entry, looked up): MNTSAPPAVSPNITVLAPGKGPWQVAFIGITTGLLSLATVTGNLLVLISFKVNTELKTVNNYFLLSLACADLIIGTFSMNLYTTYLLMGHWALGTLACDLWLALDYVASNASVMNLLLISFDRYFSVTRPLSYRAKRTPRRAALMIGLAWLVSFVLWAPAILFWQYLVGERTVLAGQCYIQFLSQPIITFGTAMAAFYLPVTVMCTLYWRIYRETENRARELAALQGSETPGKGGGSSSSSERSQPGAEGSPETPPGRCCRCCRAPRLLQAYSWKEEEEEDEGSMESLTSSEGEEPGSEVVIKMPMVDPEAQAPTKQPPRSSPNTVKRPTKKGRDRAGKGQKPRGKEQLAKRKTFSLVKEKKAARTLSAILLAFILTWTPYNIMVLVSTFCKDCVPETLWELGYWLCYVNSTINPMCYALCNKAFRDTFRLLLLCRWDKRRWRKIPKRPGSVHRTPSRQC
CHRM1 antagonist: blocks human M1 muscarinic receptor; inhibition, % at 3 µM; CHO-K1 hM1, Fluo-8 calcium fluorescence, ACh EC80 antagonist; hit rate 1.3% among 360,000; P11229;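 active = percent inhibition above its own plate's cutoff, namely the mean of that plate's compound wells plus 3 SD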;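 also: peak over basal fluorescence ratio during 140 s after agonist addition; 0% = ACh EC80 plus DMSO and 100% = DMSO alone without agonist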
CHRM4 agonist: CHRM4 agonism in calcium assay; CHO-K1 hM4/Gqi5, Fluo-8 calcium fluorescence; vehicle 0%, full acetylcholine response 100%; hit rate 0.14% among 360,000; AID 624127; activation, % at 3 µM;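 active = activation above the run mean over all test wells plus 3 SD, cut at about 32% in these data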;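 also: peak over basal fluorescence ratio per well then scaled between controls; 0% = DMSO wells and 100% = acetylcholine at EC100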
OXTR potentiate: human OXTR potentiation | P30559 | hit rate 0.061% among 320,000 | AID 2445 | CHO-OTR cells, Fluo-8 calcium fluorescence, potentiator mode; 0% = oxytocin EC15, 100% = EC100 | activation, % at 3 µM;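 active = activation above that plate's cutoff, the mean activation of tested compounds plus 3 SD, cut at about 6.6% in these data, passing the limit was not always enough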;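 also: 100% uses oxytocin at 75 nM as the full agonist control; some results filed as inactive read as strong as hits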
Target sequence (P30559 whole entry, looked up): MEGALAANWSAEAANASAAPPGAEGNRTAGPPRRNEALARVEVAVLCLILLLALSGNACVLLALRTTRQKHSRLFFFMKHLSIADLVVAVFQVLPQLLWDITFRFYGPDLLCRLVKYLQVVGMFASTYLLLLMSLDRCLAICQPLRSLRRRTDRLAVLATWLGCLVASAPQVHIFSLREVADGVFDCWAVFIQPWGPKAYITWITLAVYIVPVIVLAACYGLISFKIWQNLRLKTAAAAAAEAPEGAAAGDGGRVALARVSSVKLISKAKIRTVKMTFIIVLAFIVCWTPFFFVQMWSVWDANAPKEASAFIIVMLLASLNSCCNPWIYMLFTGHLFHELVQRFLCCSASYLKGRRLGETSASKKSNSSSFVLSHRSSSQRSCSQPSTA
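Measured by – Fluo-8 calcium dye fluorescence · Test system – human OTR in CHO cells · Dosing – one concentration, 3.0 µM compound · Controls – EC15 oxytocin alone as 0%, 75 nM oxytocin as 100% · Evaluation – normalized max/min fluorescence ratio, % activation · Timing – 6 min pre-incubation, 100 s read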
CHO parental Ca: counter-screen for OX1R antagonists: effect in parental CHO cells; parental CHO-K1, ATP-induced calcium, Fluo-8 fluorescence; inhibition, % at 5.6 µM; hit rate 0.63% among 330,000; AID 463079;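 active = inhibition above that plate's mean sample inhibition plus 3 SD, cut at about 26% in these data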;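 also: 0% = ATP-challenged DMSO wells and 100% = DMSO wells without ATP; some compounds past the cut are filed as inactive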
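Test system: untransfected parental CHO cell line. Compound: one dose, 5.6 µM nominal. Detection: intracellular calcium via Fluo-8 no-wash fluorescent dye. Measure: % inhibition. Benchmarks: ATP-challenged DMSO wells low, unchallenged DMSO wells high.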
M1 ag: activates human CHRM1 receptor; P11229; CHO-K1 hM1, Fluo-8 calcium fluorescence, agonist mode; 0% DMSO, 100% acetylcholine EC100; hit rate 0.33% among 360,000; AID 588814; activation, % at 3 µM;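 active = activation above the run's mean compound activation plus 3 SD, cut at about 16% in these data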;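 also: peak over basal fluorescence ratio within a 140 s kinetic read after compound addition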
M4 antag: CHRM4 antagonism in calcium assay | inhibition, % at 3 µM | P08173 | CHO-hM4 cells, ACh EC80, Fluo-8 calcium fluorescence | hit rate 0.73% among 360,000 | AID 624125;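 active = inhibition above its plate's cutoff, the mean inhibition of sample wells plus 3 SD, cut at about 27% in these data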;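 also: 0% = acetylcholine EC80 with DMSO and 100% = DMSO without agonist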
* = called active by the depositor; x = no result given.

SMILES	CHO-K1 Ca ag	CHO-K1 Ca antag	M1 PAM	CHRM1 antagonist	CHRM4 agonist	OXTR potentiate	CHO parental Ca	M1 ag	M4 antag
Cn1nc(C(=O)NCc2ccccc2CN2CCCC2)c2ccccc2c1=O	0.8	3.5	-7.0	9.4	0.9	x	x	-7.7	12.4
C/C(=N\OC(=O)c1c(-c2c(F)cccc2Cl)noc1C)c1nccs1	0.6	-4.8	-9.0	11.4	0.5	-5.4	-16.6	-4.0	1.3
CCn1cc(SCC(=O)N2CCc3ccccc32)c2ccccc21	3.8	2.6	-10.7	11.3	17.6	-8.3	32.2*	-5.4	-7.9
COC(=O)c1ccc2c(=O)n(CCCCCC(=O)N3CCN(c4ccc(F)cc4)CC3)c(=O)[nH]c2c1	1.1	-7.9	3.9	-10.1	2.2	-13.8	-8.5	-1.1	-9.4
CCSc1nnc(NC(=O)[C@@H](NC(=O)c2cc(OC)cc(OC)c2)C(C)C)s1	4.7	2.8	-16.9	10.6	14.9	-0.3	-28.8	-2.8	10.4
Cc1nn(Cc2ccccc2)c(C)c1C(=O)NCCCN1CCCC1=O	0.3	-9.8	3.1	1.5	0.2	-1.7	-6.1	-3.6	9.1
COc1ccc(C(=O)Nc2ccc(C)c(S(=O)(=O)N3CCCCCC3)c2)cc1	2.9	0.5	3.8	1.3	6.7	-16.5	-9.5	-3.4	-3.8
CC(C)(C)OC(=O)N(Cc1ccccc1)Cc1cccc(OCc2cccc(NC(=O)C3CC3)c2)c1	0.8	7.0	8.5	-11.0	0.9	x	x	0.3	-1.6
CC1(C(=O)Nc2c(F)c(F)c(F)c(F)c2F)CC1(Br)Br (stereo unspecified)	0.9	-4.7	-1.9	-3.6	-0.3	4.6	-7.8	-7.3	-3.8
COc1ccc(-c2nnc(Nc3nc4c(OC)cccc4s3)o2)cc1	0.8	12.2	1.1	-4.7	1.5	-15.7	-3.7	-1.9	2.5
CCOC(=O)N/N=C/c1cn(CCCOc2ccccc2)c2ccccc12	3.3	12.2	-7.5	9.5	4.3	-8.7	-4.4	-9.3	6.6
O=C(N/N=C/c1ccc(Cl)cc1Cl)c1cccc(N2CCCC2=O)c1	0.2	-0.4	7.6	1.1	2.9	-12.3	-2.3	-5.5	1.6
Cc1ccc(C)c(OCC(=O)N/N=C\c2cccn2C)c1	0.0	16.6	11.2	6.9	3.1	-22.8	-9.0	4.3	-0.1
COc1ccc(/C=C2\SC(=S)N(CCC(=O)Nc3ccccn3)C2=O)cc1OC	0.3	0.7	-0.3	-4.6	2.5	-5.4	-16.8	-3.4	3.6
CC(C)(c1ccccc1)c1ccc(OCCN2CCOCC2)cc1	-0.1	-13.4	-5.9	3.7	1.8	-9.5	-10.2	-8.2	-3.5
CCSc1nnc(NC(=O)Cc2cc(OC)c(OC)c(OC)c2)s1	0.1	-5.3	6.1	-0.7	-0.2	-0.7	1.0	-5.0	-3.3
Cc1cc(C(=O)CN2C(=O)C(=O)N(Cc3ccco3)C2=O)c(C)n1CCc1ccccc1	0.5	-11.6	-1.8	10.4	3.1	-4.0	-8.0	-5.0	-6.7
C=CCNC(=O)Cn1nnc(-c2ccc(-c3ccc(OC)cc3)cc2)n1	0.6	-1.9	12.8	-10.6	1.6	-10.8	-5.0	-1.9	-5.3
CCc1cc(C(N)=O)c(NC(=O)c2ccc(OC)cc2)s1	0.4	-6.3	13.5	-7.0	1.6	-6.9	-3.5	-3.5	7.6
CCOc1ccccc1NC(=O)CNS(=O)(=O)c1ccc2nc(C)sc2c1	0.4	-13.1	5.3	2.1	0.5	-9.6	-29.8	-2.3	-4.8
O=C(Cc1cccs1)Nc1nc(-c2cccnc2)cs1	3.6	-3.5	2.7	1.1	5.3	-1.3	15.1	-3.1	4.7
COc1ccc(C(=O)NCCNc2ccccc2[N+](=O)[O-])cc1	1.1	-12.4	4.7	-7.0	1.8	-7.3	3.7	-5.0	-9.4
CC(=O)NC(CC(=O)N(Cc1ccccc1)c1cccc(C)c1)c1ccccc1 (stereo unspecified)	3.1	-4.8	12.9	-13.8	4.6	-7.9	-13.4	3.2	3.1
COc1cc(/C=N/NC(=O)c2c(-c3ccccc3)noc2C)ccc1O	1.0	3.0	-2.8	1.4	4.0	-7.0	-13.1	-3.0	3.4
CC(C)NC(=O)C1(C)Cc2c(-c3ccc(N(C)C)cc3)ccnc2O1 (stereo unspecified)	-0.2	10.2	-4.8	11.5	-0.2	x	x	-3.6	3.6
CN1C(=O)C2(c3ccccc31)N(C)CC(c1ccccn1)C21SC(=S)N(Cc2ccco2)C1=O (stereo unspecified)	0.2	-0.1	6.2	-2.2	2.5	-23.3	-13.4	-2.4	-2.3
Cc1ccc(-c2nn3c(C)nnc3s2)cc1N	0.2	-2.7	-0.9	4.5	-0.3	3.9	-6.3	-3.5	-7.3
CCOC(=O)Cc1csc(NC(=O)/C=C/c2ccc(Br)o2)n1	5.9	-5.4	-3.8	9.5	11.8	-5.4	-21.0	2.6	-3.0
C=CCC[C@H](Cc1ccc(F)cc1)C(=O)OC[C@@H](Cc1c[nH]c2ccccc12)NC(=O)[C@@H](CC=C)CC(=O)NCCO	1.5	-17.6	3.5	-0.8	5.5	-6.8	-12.5	-2.2	-14.9
Cc1ccc(NC(=O)C2C3/C=C\CCCCC32)cc1C (stereo unspecified)	-0.4	-3.8	2.9	-9.3	-1.9	-8.1	-5.9	-6.2	6.3
CC(NC(=O)COc1ccccc1)C(=O)NCc1ccc(S(N)(=O)=O)cc1 (stereo unspecified)	0.7	-8.8	26.8*	-20.1	0.3	1.4	-4.1	1.8	-12.0
COc1cc(CCC(C)=O)ccc1OC(=O)c1c(F)cccc1Cl	0.0	5.1	4.6	-10.2	0.1	-8.2	-16.6	-2.1	2.3
Cc1cccc(C(=O)NC(=S)Nc2ccc(N3CCOCC3)cc2)c1	0.8	-1.0	1.5	1.6	2.4	0.2	-14.2	-5.5	1.7
Cc1ccc2nc(SCC(=O)N3CC(C)OC(C)C3)nc(=O)n2c1 (stereo unspecified)	0.1	0.7	-1.4	7.3	0.1	-5.5	-1.4	-2.5	1.1
O=C(CC1SC(=Nc2ccc3c(c2)OCCO3)NC1=O)Nc1ccc(F)cc1F (stereo unspecified)	3.1	-4.5	6.1	-9.8	5.4	-10.6	-2.4	-2.5	-7.3
COC(=O)c1ccccc1NC(=O)CSc1ccc(C)cc1	-0.2	7.1	2.4	2.0	-2.7	-4.7	-35.8	-5.3	-1.6
Cc1ccc[n+](CC(=O)N2CCCCC2)c1C	2.1	-15.4	2.1	-3.2	0.0	-16.2	-4.5	-6.3	1.2
Cc1ccc(S(=O)(=O)N2CCCC2)cc1C(=O)O	0.2	-5.8	2.0	-3.7	0.9	-15.7	-8.9	-2.3	-15.2
C=CCn1c(=O)c(C(=O)NCc2ccc(Cl)cc2)c(O)c2ccccc21	0.3	-4.5	5.8	-15.6	0.7	x	x	-1.3	-14.3
O=C(NC1CCCC1)C(c1ccccn1)N(C(=O)c1csnn1)C1CCCCC1 (stereo unspecified)	0.6	-5.6	11.2	-11.7	1.5	-9.4	-22.5	-0.8	1.2

3 compounds from above, sorted by SMILES length, largest number first:
SMILES	CHO-K1 Ca ag	CHO-K1 Ca antag	M1 PAM	CHRM1 antagonist	CHRM4 agonist	OXTR potentiate	CHO parental Ca	M1 ag	M4 antag
CC(C)NC(=O)C1(C)Cc2c(-c3ccc(N(C)C)cc3)ccnc2O1 (stereo unspecified)	-0.2	10.2	-4.8	11.5	-0.2	x	x	-3.6	3.6
Cc1ccc(S(=O)(=O)N2CCCC2)cc1C(=O)O	0.2	-5.8	2.0	-3.7	0.9	-15.7	-8.9	-2.3	-15.2
O=C(Cc1cccs1)Nc1nc(-c2cccnc2)cs1	3.6	-3.5	2.7	1.1	5.3	-1.3	15.1	-3.1	4.7

Looked up above.
Entry of CC(C)(C)OC(=O)N(Cc1ccccc1)Cc1cccc(OCc2cccc(NC(=O)C3CC3)c2)c1 in CHRM4 agonist: 0.9
Entry of CCc1cc(C(N)=O)c(NC(=O)c2ccc(OC)cc2)s1 in M1 ag: -3.5
Entry of Cc1ccc[n+](CC(=O)N2CCCCC2)c1C in M4 antag: 1.2
Entry of C/C(=N\OC(=O)c1c(-c2c(F)cccc2Cl)noc1C)c1nccs1 in M4 antag: 1.3

Following part
SMILES	CHO-K1 Ca ag	CHO-K1 Ca antag	M1 PAM	CHRM1 antagonist	CHRM4 agonist	OXTR potentiate	CHO parental Ca	M1 ag	M4 antag
CC(=O)Nc1cnc(-c2ccc(O)cc2C)cn1	-0.1	3.5	-1.4	-6.2	-1.3	x	x	-0.6	-6.5
O=C(CSc1ccc(-c2ccc(Br)cc2)nn1)NCC1CCCO1 (stereo unspecified)	1.2	-0.9	9.9	-11.8	1.4	-1.6	-14.8	-3.2	-4.2
Cc1ccccc1OCC(=O)Nc1ccc(N2CCOCC2)cc1N1CCOCC1	1.6	-16.9	0.6	2.7	3.0	-7.0	-11.5	-4.6	9.1
CN(c1ccccc1)S(=O)(=O)c1ccc(C(=O)Nc2nccs2)cc1	0.3	1.8	8.1	-15.7	-0.1	-1.3	-8.7	0.2	-17.5
CCOc1ccc2c(c1)/C(=N/N1C(=O)c3ccccc3C1=O)C(=O)N2	0.0	-6.6	8.0	2.8	0.1	-2.0	7.1	-5.7	4.7
O=C(c1cnn2c(C(F)(F)F)cc(-c3ccc4c(c3)OCO4)nc12)N1CCCCC1	1.3	-5.5	12.6	-2.1	-0.1	0.8	-2.0	-2.2	-2.0
COc1ccc(Cc2c(-c3ccc(F)cc3)nc3c4ccccc4ccn23)c(C)c1	0.6	-14.6	-6.5	-9.6	-0.8	x	x	-5.4	2.4
COc1ccc(CC(NC(=O)c2ccccc2)C(=O)NCC(=O)O)cc1 (stereo unspecified)	-0.1	-8.4	6.9	-15.7	-0.3	2.1	-2.0	-1.6	-0.6
COc1ccc(C)cc1NC(=O)CCCN1C(=S)NC(C)(C)CC1C (stereo unspecified)	0.0	5.7	5.7	-5.4	0.8	5.7	-8.5	-7.2	11.7
O=C(O)CN1C(=O)/C(=C\c2cc(Br)ccc2OCc2ccccc2Cl)SC1=S	-1.2	-8.2	3.5	-2.1	-2.5	-13.7	-8.3	-5.7	-19.1
COc1ccc(CN2C[C@H](C)[C@@H](CC(=O)NCc3ccccc3)C2=O)cc1	0.4	-9.5	2.6	-2.4	1.5	-5.3	-14.0	-2.4	-6.7
O=C(NCCc1ccccc1)C1CCN(C2CCN(Cc3ccc(CO)o3)CC2)CC1	2.4	1.4	5.7	-2.6	1.2	-3.5	-13.7	-9.7	-4.2
COc1ccc(CSc2ccc(S(=O)(=O)N3CCCC3)cn2)cc1F	4.2	-2.1	-13.0	3.9	14.7	x	x	-6.0	0.4
Nn1c(SCc2ccc(F)cc2)nnc1-c1cccnc1	0.5	-12.8	5.4	-6.1	0.6	-2.7	-10.4	-4.5	-4.8
CCNc1ccc(C(=O)OCC)cc1NC(=O)c1cccc(N(C)C)c1	-0.3	7.1	0.7	5.9	0.2	-8.5	-12.5	-0.9	-12.3
COc1ccccc1NC(=O)N(C)C[C@H]1Oc2ncc(C#CCN(C)C)cc2C(=O)N([C@H](C)CO)C[C@H]1C	0.7	-14.5	4.1	-8.9	0.7	x	x	-5.2	-5.3
